From PubChem BioAssay
hK5 inh: kallikrein 5 (human) inhibition; Q9Y337; recombinant hK5, fluorogenic AMC substrate cleavage; inhibition, % at 5 µM; hit rate 0.59% among 210,000;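 active = inhibition of 40% or more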;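 note: 0% = enzyme controls without compound and 100% = no-enzyme blanks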
Target sequence (Q9Y337 67-293 limits assumed): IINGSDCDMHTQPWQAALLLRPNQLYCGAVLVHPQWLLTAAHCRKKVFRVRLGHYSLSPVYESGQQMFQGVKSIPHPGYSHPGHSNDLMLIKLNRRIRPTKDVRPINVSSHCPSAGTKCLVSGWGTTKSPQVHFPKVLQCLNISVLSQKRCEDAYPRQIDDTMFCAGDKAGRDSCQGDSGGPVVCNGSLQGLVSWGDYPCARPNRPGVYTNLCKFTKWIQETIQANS
m-calpain inh: blocks pig calpain II enzyme activity; purified calpain II, fluorogenic peptide substrate, 30 min; inhibition, % at 16 µM; hit rate 0.37% among 220,000; AID 1236;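 active = inhibition above about 50%, limit read from the data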
FXIIa inh: inhibitors of human coagulation factor XIIa; P00748; purified FXIIa, Boc-QGR-AMC fluorogenic substrate, 2 h; inhibition, % at 5 µM; hit rate 0.3% among 220,000; in the data active = inhibition above about 40%;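 note: 0% = enzyme with no compound and 100% = blank without enzyme; many of its hits are not listed in these tables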
PERK inh: inhibitors of human PERK kinase; CHO PERK-DD fusion, SEAP luminescence translation reporter; inhibition, % at 5.6 µM; hit rate 0.17% among 220,000;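 active = inhibition above the mean inhibition of all tested compounds plus 3 SD, set separately per screening campaign, cut at about 2.9% in these data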;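 note: PERK kinase domain activated by AP20187 dimerizer at 100 nM; 0% = DMSO with dimerizer and 100% = rapamycin at 8.4 µM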
Rad51 HR inh: blocks human Rad51 in homologous recombination. Q06609. hRad51 DNA strand exchange, fluorescence dequenching. inhibition, % at 10 µM. hit rate 0.085% among 200,000. AID 1385;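 active = inhibition above 40% at the single screening dose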;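 note: 0% = DMSO control wells and 100% = blanks with heterologous ssDNA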
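System: hRad51 filaments on single-stranded DNA; reagent: Fluorescein- and BHQ1-tagged 47-mer duplex; compound dosing: one concentration, 10 µM final; timing: filaments 15 min 37 °C, then compound 30 min; measured by: fluorescein emission 520 nm, excitation 485 nm; benchmarks: per-plate controls and blanks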
FXIa inh 1536: factor XIa (human) inhibition; P03951; purified FXIa, Boc-Glu-Ala-Arg-AMC fluorogenic substrate; inhibition, % at 5 µM; hit rate 0.14% among 220,000;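 active = inhibition of at least 40%; inactive = inhibition below 40%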;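 note: fluorescence of freed AMC excited at 355 nm; 0% = enzyme without compound and 100% = no enzyme blank; many of its hits are not listed in these tables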
Furin inhibitor: human furin inhibition; P09958; purified furin, fluorogenic substrate cleavage; inhibition, % at 30 µM; hit rate 0.061% among 220,000; AID 463115; in the data active = inhibition above about 25%; note: inactives centre near -15
Target sequence (P09958 108-714 limits assumed): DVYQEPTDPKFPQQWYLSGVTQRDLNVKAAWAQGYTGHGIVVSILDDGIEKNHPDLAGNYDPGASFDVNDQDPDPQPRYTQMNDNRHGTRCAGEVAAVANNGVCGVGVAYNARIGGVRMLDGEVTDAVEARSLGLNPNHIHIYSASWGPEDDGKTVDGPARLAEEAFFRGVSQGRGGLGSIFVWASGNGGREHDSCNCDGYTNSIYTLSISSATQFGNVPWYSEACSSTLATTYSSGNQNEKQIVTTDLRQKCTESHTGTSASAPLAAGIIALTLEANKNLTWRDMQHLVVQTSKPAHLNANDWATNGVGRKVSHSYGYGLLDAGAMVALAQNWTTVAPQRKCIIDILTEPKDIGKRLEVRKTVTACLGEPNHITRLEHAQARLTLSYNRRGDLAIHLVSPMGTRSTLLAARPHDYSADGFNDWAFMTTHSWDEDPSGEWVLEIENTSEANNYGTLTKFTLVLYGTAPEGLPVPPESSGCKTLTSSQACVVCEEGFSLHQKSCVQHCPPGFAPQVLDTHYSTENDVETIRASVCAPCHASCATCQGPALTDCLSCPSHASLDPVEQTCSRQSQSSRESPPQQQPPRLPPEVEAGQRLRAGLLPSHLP
KCC2 mod: modulators of human KCC2 chloride dependent transport; AID 1456; B-score of Tl+ flux slope (higher = more flux/activation; lower = inhibition) at 10 µM; KCC2 cells, thallium flux FluoZin-2 fluorescence; hit rate 2.2% among 190,000;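 active = thallium flux slope and its plate-corrected score both differing from the plate sample mean at a set confidence after two filtering rounds, in either direction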;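 note: slope of fluorescence scaled to starting intensity during 10 to 20 s after thallium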
Thrombin inh: thrombin (human) inhibition; alpha-thrombin, Boc-VPR-AMC fluorogenic substrate cleavage; P00734; hit rate 0.26% among 220,000; inhibition, % at 5 µM; AID 1046;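 active = inhibition at or above 40%; inactive = inhibition below 40%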;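 note: 0% = enzyme with no compound and 100% = wells without enzyme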
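System – human alpha-thrombin protein · Reagent – Boc-VPR-AMC substrate, 15 µM final · Compound – 5 µM single dose in 0.2% DMSO · Schedule – reaction at room temperature · Technique – AMC fluorescence at 355 nm excitation and 460 nm emission · Read-out basis – % inhibition relative to enzyme controls and enzyme-free blanks · Control set – no-compound enzyme wells and no-enzyme blanks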
Starred values were filed as active, the others as inactive; i = inactive; x = not tested or not shown; [ ] = another dose, or the depositor's remark. These rows are one share of the data. The share of hits here may be higher or lower than overall.

SMILES	hK5 inh	m-calpain inh	FXIIa inh	PERK inh	Rad51 HR inh	FXIa inh 1536	Furin inhibitor	KCC2 mod	Thrombin inh
O=C1C(NS(=O)(=O)c2cccs2)=C(N2CCN(c3ccccc3)CC2)C(=O)c2ccccc21	-21.1	-244.2	7.2	-1.1	8.0	6.0	-9.7[20 µM]	-0.0189	-11.2
COc1ccc(C2NC(=O)c3ccccc3O2)cc1OC (centres undefined)	6.0	-41.6	14.9	0.3	-7.5	8.6	-8.5[20 µM]	x	-1.8
CCOC(=O)C(C(=O)Nc1ccccc1C)C1CCCCC1 (centres undefined)	3.4	25.8	-1.6	0.6	-1.2	-6.2	-26.1[20 µM]	-0.329	-1.8
C[N+]1=C2CCCCCN2C(O)(c2ccccc2)C1 (centres undefined)	-28.5	15.5	1.4	1.1	4.8	-12.4	-13.1	-0.0401	-3.9
CS(=O)(=O)N(CC(=O)N1CCCC1)c1cccc(Cl)c1	1.3	-15.5	11.8	0.8	5.3	-2.9	-16.4	0.285	-2.3
COc1cc2nc(C3CCC3)n(NC(=O)C3CCC(OC)CC3)c(=O)c2cc1OC (centres undefined)	-4.7	3.7	-4.2	-1.0	-3.7	9.6	-1.8	x	6.7
CSc1nc2nc(-c3ccc(F)cc3)c(CCN3CCN(C)CC3)cn2n1	x	-16.4	2.8	-0.4	x	-2.2	-18.3	-0.18	-8.7
Cc1ccccc1CN(c1ccc(C(=O)NCC2CCCO2)cc1)S(C)(=O)=O (centres undefined)	-5.4	24.8	4.2	-0.5	x	1.5	-15.9	-1.02	-4.2
C#CCOCCOCCOCCNc1nc(N2CCN(C(=O)[C@H](CCC(=O)O)n3cc(C(N)Cc4ccc(O)cc4)nn3)CC2)nc(N2CCN(C(=O)[C@H](Cc3cc4ccccc4[nH]3)n3cc(C(N)CC(C)C)nn3)CC2)n1 (some centres undefined)	0.5	-13.5	11.7	0.7	x	-1.0	-26.5	0.116	-7.7
CCOC(=O)C1=C(c2ccccc2)OC(N)=C(C#N)C1c1ccco1 (centres undefined)	-11.6	3.4	11.3	0.4	x	-0.8	-18.2	-0.199	-2.9
O=C(c1ccc2ccccc2c1)N1CCN(S(=O)(=O)/C=C/c2ccccc2)CC1	7.2	-61.4	8.6	-0.1	15.3	11.3	-19.9	x	-0.2
CCCCC#Cc1ccccc1CC(=O)Nc1ccccc1	3.1	7.2	11.8	0.2	-4.6	7.9	-21.2	-0.338	2.2
COC(=O)c1ccccc1NC(=O)NCc1ccccn1	-14.6	-7.9	10.7	0.7	-10.4	0.0	-21.7[20 µM]	0.0415	-5.1
Cc1c(NC(=O)Oc2ccccc2)sc(=S)n1C	-19.5	12.6	13.2	1.2	3.1	8.3	-24.0[20 µM]	0.647	3.9
O=C(CNC(=O)c1ccccn1)N/N=C/c1ccc2c(c1)OCO2	2.2	-10.4	6.6	0.9	10.2	-1.6	-20.8	0.451	-6.0
O=C(CCN1CCN(c2ccccc2)CC1)NNC(=O)c1cccc2ccccc12	-11.8	29.5	3.0	-0.2	20.5	-1.8	-16.6	-0.314	-3.8
N#Cc1ccccc1OCC(=O)C1CC1	3.8	16.4	7.5	1.1	13.2	-2.4	-26.6	0.445	-2.7
Cc1ccsc1C(=O)NCCC(c1ccccc1)c1ccccc1	34.7	47.3	48.2*	-0.3	5.9	17.4	-15.2	0.136	17.3
C=C(C)c1cccc(C(C)(C)NC(=O)NCCCN2CCCC2=O)c1	7.6	4.6	11.9	0.8	5.8	10.1	-22.3	2.03	1.9
CCCNC(=O)c1c(CSc2ccccc2)noc1C(=O)NCc1ccccc1	2.9	48.4	9.2	x	-3.9	2.8	-15.7	-0.0307	3.0
Cn1c(Cn2c(=O)sc3ccccc32)nnc1SCC(=O)NCCc1ccccc1	-1.1	-6.8	-3.1	0.6	-1.6	-7.5	-30.2	-0.364	-5.7
Cc1ccc(C(=O)NCC(=O)N/N=C/c2cccs2)cc1[N+](=O)[O-]	-7.3	27.0	-3.4	-0.4	6.5	-2.9	-20.6	-2.51	-14.9
CN(Cc1ccccc1)C(=O)COc1ccccc1	-21.0	-21.2	14.9	1.2	5.5	10.7	-22.1[20 µM]	0.00421	2.4
Cc1cc(C)c(C#N)c(SCc2c(F)cccc2[N+](=O)[O-])n1	-16.4	24.4	2.5	0.0	13.5	-0.5	-14.0	-0.495	-4.4
O=C(Cn1cc(/C=C\[N+](=O)[O-])c2ccccc21)Nc1ccccc1	-2.9	-22.9	7.6	0.0	0.9	6.4	-15.4	0.509	-8.0
N#Cc1ccc2ccn(CC(=O)N3CCCc4ccccc43)c2c1	3.9	-40.9	16.2	-0.8	-2.1	3.1	-12.2	x	2.2
COc1ccccc1NC(=S)N1CCN(Cc2ccccc2)CC1	-15.6	1.1	11.6	0.7	0.3	8.4	-11.7	-0.00287	-3.2
CCOC(=O)c1sc(N)nc1-c1ccccc1	0.3	15.2	7.5	0.2	-2.7	2.0	-11.4	x	-5.3
COc1cc(OC)c(C2=NOC(C(=O)N3CCc4ccccc4C3)C2)cc1Cl (centres undefined)	-13.5	-2.2	20.9	-1.3	3.3	10.6	-9.8[20 µM]	-3.15*	-3.9
CN1CCN(C(=O)c2ccc(CN(c3ccccc3)S(=O)(=O)c3ccccc3)cc2)CC1	x	1.7	4.8	1.1	x	-0.2	-27.9	-0.173	-4.8
O=C(Nc1ccc(F)cc1)c1cnc(-c2ccccc2)nc1-c1ccccc1	-2.6	24.9	16.5	-0.6	2.3	-1.1	-17.3[20 µM]	x	0.9
Cc1ccc(-c2nnc(Nc3ccc(CC(N)=O)cc3)c3ccccc23)cc1S(=O)(=O)NCC1CCCO1 (centres undefined)	-3.2	-14.3	1.4	0.1	24.3	-3.1	-15.9	-0.577	-3.9
O=C(/C=C/c1ccco1)Nc1cccnc1Cl	-2.9	29.9	10.9	0.0	5.2	0.1	-12.2	0.949	4.1
O=C(Nc1ccccc1)Nc1nnc(COc2ccccc2F)s1	3.1	4.4	3.4	-0.1	2.8	1.0	6.8	0.698	-0.3
O=C(OC(C(=O)NCc1ccco1)C(OC(=O)c1ccccc1)C(=O)NCc1ccco1)c1ccccc1 (centres undefined)	-14.2	-9.4	16.8	-0.9	1.0	7.3	-13.9	-1.64	-1.9
CC1(C)CC(=O)C=C(C(=O)N2CCCC(CCC(=O)NCc3ccccc3F)C2)O1 (centres undefined)	x	8.7	2.9	0.2	x	-3.3	-23.3	0.0293	-6.0
CCOCCCNC(=S)N1CCC(NC(=O)c2ccco2)CC1	-4.2	-5.9	-1.2	0.0	x	-5.9	-14.9	0.577	-8.8
CC1CCCN(C(=O)CN2C(=O)c3ccccc3C2=O)C1 (centres undefined)	6.2	2.0	10.7	-0.1	3.9	8.0	-17.0[20 µM]	-0.596	1.6
COCCN(CCOC)C(=S)Nc1ccccc1	-2.5	-11.2	2.4	0.8	-3.9	0.9	-28.8	0.543	x
CSc1ccc(/C=N/Nc2nc(C)cc(C)n2)cc1	2.5	0.7	10.1	0.8	6.4	-1.1	-17.0	-0.608	-2.5
Cc1nn(Cc2ccc([N+](=O)[O-])cc2)c(=O)n1-c1c(F)cccc1F	-36.3	-13.9	2.2	-0.6	-4.2	-11.4	5.0[20 µM]	x	5.2
Cc1cccc(N2CCN(C(=O)c3ccccc3NC(=O)C3CC=CCC3C(=O)O)CC2)c1 (centres undefined)	-13.5	-8.3	-7.5	0.3	10.1	2.6	-11.3[20 µM]	0.143	-3.5
CCOC(=O)C1CCCN(Cc2c(C(=O)N3CCCCC3)nc3c(C)cccn23)C1 (centres undefined)	x	10.4	8.5	0.0	x	0.6	-4.1	x	-1.3
O=C(O)C1C2CCC(C2)C1C(=O)Nc1cc(F)ccc1F (centres undefined)	-0.5	-0.7	9.2	0.0	-0.7	-8.0	-8.4[20 µM]	0.187	-1.4
COc1ccccc1NC(=O)c1sc2nc(Cc3ccccc3)cc(C(F)(F)F)c2c1N	4.0	-124.8	12.4	-0.1	1.8	7.7	-1.0[20 µM]	0.272	5.5
COc1ccc(C(=O)n2nc(C)cc2Nc2ccccc2)cc1	-4.2	-23.7	5.4	0.1	-1.5	-3.0	-15.9[20 µM]	-0.305	-3.0
C=CCOc1ccc(Oc2cc(C)nc(SC)n2)nn1	19.6	31.4	21.5	0.2	-0.3	12.7	-21.2[20 µM]	1.65	18.3
COc1ccc(-c2ccc(C#N)c(SCC(=O)Nc3sc4c(c3C#N)CCC4)n2)cc1OC	10.2	-73.2	-3.5	-1.2	-9.9	-18.0	-15.5[20 µM]	x	2.4

An excerpt from the list above, as a working copy:
SMILES	hK5 inh	m-calpain inh	FXIIa inh	PERK inh	Rad51 HR inh	FXIa inh 1536	Furin inhibitor	KCC2 mod	Thrombin inh
COc1ccccc1NC(=O)c1sc2nc(Cc3ccccc3)cc(C(F)(F)F)c2c1N	4.0	-124.8	12.4	-0.1	1.8	7.7	-1.0[20 µM]	0.272	5.5
COc1ccc(C(=O)n2nc(C)cc2Nc2ccccc2)cc1	-4.2	-23.7	5.4	0.1	-1.5	-3.0	-15.9[20 µM]	-0.305	-3.0
C=CCOc1ccc(Oc2cc(C)nc(SC)n2)nn1	19.6	31.4	21.5	0.2	-0.3	12.7	-21.2[20 µM]	1.65	18.3
COc1ccc(-c2ccc(C#N)c(SCC(=O)Nc3sc4c(c3C#N)CCC4)n2)cc1OC	10.2	-73.2	-3.5	-1.2	-9.9	-18.0	-15.5[20 µM]	x	2.4

The results go on:
SMILES	hK5 inh	m-calpain inh	FXIIa inh	PERK inh	Rad51 HR inh	FXIa inh 1536	Furin inhibitor	KCC2 mod	Thrombin inh
O=C1/C(=C/c2cccnc2)SC(=S)N1C1CCS(=O)(=O)C1 (centres undefined)	-48.9	5.0	4.8	0.1	x	-1.7	-11.4	0.0153	-3.8
COCCN1CCn2c(nc3cc(NC(=O)c4cccs4)ccc32)C1	-0.4	-47.0	14.6	0.5	2.2	-1.7	-17.7[20 µM]	x	6.3
CC(C)(C)n1nnnc1C(c1cccs1)N1CCN(Cc2ccc3c(c2)OCO3)CC1 (centres undefined)	-7.2	18.9	-1.9	-0.8	3.5	-0.7	-24.8[20 µM]	0.178	-10.9
O=C(CN1C(=O)NC2(CCc3ccccc3C2)C1=O)NCc1ccco1 (centres undefined)	0.0	6.6	10.0	0.1	-0.2	-6.6	-21.5	0.0306	-9.2
O=C(Cc1ccc2c(c1)OCCO2)N1CCN(S(=O)(=O)c2cccs2)CC1	2.3	0.5	1.9	1.2	10.1	-2.4	-15.5	0.556	-9.0
CCCCCCn1c(=O)c(Cc2ccccc2)c(O)c2ccccc21	-6.3	-68.5	4.5	0.8	-11.2	-1.6	-6.5	-1.12	-14.2
COc1ccc(N(C)C(=O)Nc2ccc3c(c2)nnn3C)cc1	13.6	5.6	19.1	1.2	10.4	10.1	21.1[20 µM]	0.209	14.3
Cc1ccc(C)c(S(=O)(=O)Nc2ccccc2C(=O)Nc2cc(C)on2)c1	-48.7	i	-8.6	1.1	-3.0	-10.3	-12.0	-3.5	-6.9
Cc1ccc(NC(=O)Nc2cc(S(C)(=O)=O)ccc2Cl)cc1	1.0	11.0	0.6	0.5	3.8	9.2	-20.9	-2.15	0.3
CSCCCNC(=S)N1CCc2ccccc2C1	-0.1	-11.8	4.7	1.2	6.1	-2.8	-12.1	-1.37	-8.1
CC1CC(C)CN(CC(=O)Nc2ccc(S(N)(=O)=O)cc2)C1 (centres undefined)	-17.5	-19.1	-7.5	0.7	-13.0	-13.1	-15.0[20 µM]	-0.623	-1.5
